ARNT TACC3 PPI: ARNT/TACC3 interaction disruption; Q9Y6A5; 0.66% of 390,000 active; AlphaScreen His-ARNT PAS-B/GST-TACC3 binding, luminescence; TACC3 fragment carries E629A point mutation; inhibition, % at 9.99 µM; AID 623870;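 active means mean inhibition of replicates at least 50% and at least half of replicates each reaching 50%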;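 further: 0% = complete ARNT plus TACC3 wells and 100% = ARNT alone without TACC3; many hits fall short of the cut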
miR-122 sensor: miR-122 inhibition in Huh7 cells. Huh7 miR-122 Renilla luciferase sensor, 48 h; neutral wells = 0, positive control = 100. activation (reporter increase), % at 12.5 µM. 0.3% of 340,000 active;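 active means mean replicate activation score at least 90 and every replicate individually at or above 90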;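 further: higher luciferase means less miR-122 activity so hits act as miR-122 inhibitors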
C2C12 statin: suppressors of simvastatin-induced myotoxicity in C2C12 myotubes | ATP luminescence, 48 h; scaled: DMSO 0, geranylgeraniol control 100 | rescue of ATP level, % at 7.49 µM | 0.78% of 330,000 active | AID 602340;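 active means mean ATP rescue above about 67%, or every replicate alone reaching that limit, limit read from the data, passing the limit was not always enough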;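 further: myotubes were challenged with 10 µM simvastatin during compound exposure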
Cneo AK release: causes C. neoformans cell lysis. lysis activity, % at 15 µM. 0.2% of 360,000 active. AID 651654. adenylate kinase release luminescence, 4 h; normalised: neutral wells 0, clomiphene wells 100;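 active means mean lysis activity across replicates of at least 80%, whatever share of replicates individually reach that level; inactive means mean lysis activity below 80%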
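Assay system: log-phase C. neoformans yeast / Quantity: yeast cell density of 5 × 10^6 cells/mL / Medium: fresh YPD growth medium / Compound: single dose / Timing: static 4 h at 37 °C with compound, 1 h detection / Measured by: adenylate kinase release luminescence / Read-out: lysis from increased AK signal / Benchmarks: Clomiphene as positive lysis control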
ERp5 inh: ERp5 (human) disulfide isomerase inhibition; 0.05% of 350,000 active; Q15084; ERp5 insulin aggregation, absorbance 650 nm, 90 min; inhibition, % at 9.99 µM; AID 651711;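 active means mean replicate inhibition above about 25%, with every replicate also reaching it, limit read from the data, passing the limit was not always enough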
Target sequence (Q15084 whole entry, looked up): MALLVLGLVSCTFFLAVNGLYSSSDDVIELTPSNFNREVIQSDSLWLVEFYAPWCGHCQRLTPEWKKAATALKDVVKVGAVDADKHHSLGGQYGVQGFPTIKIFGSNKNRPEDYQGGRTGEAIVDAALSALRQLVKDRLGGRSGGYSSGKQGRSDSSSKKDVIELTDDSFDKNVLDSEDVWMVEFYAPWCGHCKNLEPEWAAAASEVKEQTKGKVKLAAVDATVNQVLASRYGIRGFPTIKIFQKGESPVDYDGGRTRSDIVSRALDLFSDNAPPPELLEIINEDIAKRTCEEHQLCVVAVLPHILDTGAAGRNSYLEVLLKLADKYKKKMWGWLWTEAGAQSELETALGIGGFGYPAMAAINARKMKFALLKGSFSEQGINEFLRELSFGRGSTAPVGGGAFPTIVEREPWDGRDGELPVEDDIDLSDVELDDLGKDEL
esBAF inh: blocks esBAF chromatin remodeling in mouse ES cells. Bmi1-luciferase knock-in reporter, 24 h; 100% = twice the neutral-well signal. reporter increase, % at 12.5 µM. 2% of 350,000 active. AID 602393; in the data active means activation above about 40%;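 further: 0% = median of the plate's neutral control wells and 100% = double that signal; a rise in the Bmi1 reporter signal indicates esBAF inhibition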
SIRT5 inh: blocks human SIRT5 desuccinylation of peptide. 1.1% of 330,000 active. Purified SirT5, succinyl-peptide AMC, trypsin-coupled fluorescence. inhibition, % at 15 µM; in the data active means inhibition above about 15%
Target sequence (Q9NXA8 whole entry, looked up): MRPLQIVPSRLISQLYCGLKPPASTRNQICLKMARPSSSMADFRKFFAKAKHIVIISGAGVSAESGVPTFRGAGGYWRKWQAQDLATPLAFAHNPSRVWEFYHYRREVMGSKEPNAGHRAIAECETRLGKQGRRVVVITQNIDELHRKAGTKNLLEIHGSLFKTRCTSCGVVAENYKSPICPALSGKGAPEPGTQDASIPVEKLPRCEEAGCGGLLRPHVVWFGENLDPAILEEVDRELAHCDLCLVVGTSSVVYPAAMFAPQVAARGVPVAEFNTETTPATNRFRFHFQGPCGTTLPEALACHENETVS
Active calls of the source: *; . = not tested or not shown; & = joins results of further samples; [ ] = dose if it differs, or a comment. No enrichment for hits, and some 4% of all compounds hit somewhere here.

No.	canonical_smiles	ARNT TACC3 PPI	miR-122 sensor	C2C12 statin	Cneo AK release	ERp5 inh	esBAF inh	SIRT5 inh
1	O=C(CSc1nc2[nH]ncc2c(=O)[nH]1)NCc1ccc(F)cc1	-2	0	.	3	2	.	0
2	CCN(CC(=O)NC(=O)NCc1ccco1)Cc1ccccc1	6	-3	.	.	-11	.	-5
3	COc1cc(/C=C/C(=O)c2cccc([N+](=O)[O-])c2)cc(OC)c1OC	-3	-3	2	.	0	-5	4
4	CC(C)c1ccc(C2c3[nH]c4ccccc4c3C[C@H]3C(=O)N(c4ccccc4C(=O)N4CCC[C@@H]4C(=O)O)C(=O)N23)cc1 (stereo partly drawn)	5	-3	2	-2	-1	-3	3
5	CCOC(=O)C1=C(c2ccccc2)NC(=O)NC1c1ccc(O)c(Cl)c1 (stereo not drawn)	-4	3	1	5	3	-1	1
6	CC(=O)N1c2ccc(S(=O)(=O)N(C)CC(=O)NCc3ccccc3)cc2CC1C (stereo not drawn)	-4	0	15	1	-1	4	-1
7	Cc1ccc(-n2c(=O)[nH]cc(C(=O)Nc3ccc4c(c3)OCO4)c2=O)cc1C	-6	-6	-3	5	0	2	.
8	CCOC(=O)c1cccc(NC(=O)c2cnc3ccccc3n2)c1	-10	15	.	1	.	53*	.
9	C[C@@H]1CN([C@@H](C)CO)C(=O)Cc2cc(NC(=O)Nc3ccccc3)ccc2O[C@H]1CN(C)Cc1ccc(C(=O)O)cc1	-3	-5[16.7 µM]	7	1	-4	-1	-1
10	Cc1cc(C(=O)Nc2sc3c(c2C#N)CCC(C(C)(C)C)C3)no1 (stereo not drawn)	-5	5	.	-1	.	3	.
11	O=C(NCCCN1CCC(Cc2ccccc2)CC1)c1ccc2nc(N3CCOCC3)sc2c1	2	.	.	.	8	.	-7
12	CC(C)c1nc(SCC(=O)NC(=O)NC(C)(C)C)n[nH]1	-22	.	.	.	2	.	5
13	Cc1ccc(C(=O)NCc2ccccn2)cc1NC1=NC2CS(=O)(=O)CC2S1 (stereo not drawn)	16	-1	13	1	-12	-7	-10
14	O=C(CSc1nnnn1C1CCCCC1)NCCc1ccccc1	-25	-7	30	-1	3	15	-2
15	Cc1ccc(-c2ccc(/C=N/n3cnnc3)o2)cc1	4	.	-1	.	-1	5	8
16	CC(C)OC(=O)Cn1c(=O)sc2ccccc21	-8	15	-12	0	.	-2	.
17	CCCCOC(=O)c1ccc(NC(=S)NC(=O)c2ccco2)cc1	-1	-1	21	1	-5	13	-5
18	Cc1csc(NC(=O)C2CCCCN2S(=O)(=O)c2ccccc2)n1 (stereo not drawn)	-4	.	.	.	1	.	0
19	Cc1cc(NC(=O)Cc2csc(-c3ccccc3)n2)ccc1Br	-1	6	.	10	.	.	.
20	COCC(=O)N1[C@@H](CO)[C@@H]2c3ccccc3N(C(=O)C3CC3)C[C@@H]21	-6	-33[16.7 µM]	2	-4	0	-4	-3
21	Cc1cc(C)c2c(CN3CCCC3)cc(=O)oc2c1	.	0	-2	-4	23	-3	-1
22	Cc1cccc(C)c1OCC(=O)Nc1ccccc1C(=O)N1CCOCC1	-2	.	-6	-2	1	0	-4
23	CC(C)C#Cc1ccc2c(c1)O[C@H](CN(C)C(=O)c1ccncc1)[C@@H](C)CN([C@H](C)CO)S2(=O)=O	3	-5[16.7 µM]	-1	-8	2	14	-2
24	CC1CCc2c(c3ccccc3[nH]c2=O)O1 (stereo not drawn)	0	-1	-11	0	.	-6	.
25	O=C(COc1cccc(F)c1)NNC(=O)Cc1ccc(S(=O)(=O)N2CCOCC2)s1	-7	1	4	-1	4	-2	-10
26	CO[C@H]1CN(C)C(=O)c2cc(NC(=O)c3ccc4c(c3)OCO4)ccc2OC[C@@H](C)N(CC2CC2)C[C@H]1C	33	.	-2	90*	1	1	-1
27	CCCn1c(SCC(=O)Nc2cccc(S(=O)(=O)N3CCCC3)c2)n[nH]c1=O	7	-2	4	.	3	-2	.
28	CCOC(=O)c1c(C2CCN(C(=O)OCC)CC2)nc2ccccn12	-1	-11	.	-1	-1	5	0
29	O=C(CCNS(=O)(=O)c1cccc(C(F)(F)F)c1)NCc1ccco1	-5	6	-10	0	19	-4	12
30	O=C(c1ccncc1)N1CCN(C2CCCCC2)CC1	-5	-2	9	-2	-3	-6	-3

Part of the list above in order of heavy-atom count, low to high:
No.	canonical_smiles	ARNT TACC3 PPI	miR-122 sensor	C2C12 statin	Cneo AK release	ERp5 inh	esBAF inh	SIRT5 inh
24	CC1CCc2c(c3ccccc3[nH]c2=O)O1 (stereo not drawn)	0	-1	-11	0	.	-6	.
30	O=C(c1ccncc1)N1CCN(C2CCCCC2)CC1	-5	-2	9	-2	-3	-6	-3
18	Cc1csc(NC(=O)C2CCCCN2S(=O)(=O)c2ccccc2)n1 (stereo not drawn)	-4	.	.	.	1	.	0
28	CCOC(=O)c1c(C2CCN(C(=O)OCC)CC2)nc2ccccn12	-1	-11	.	-1	-1	5	0
22	Cc1cccc(C)c1OCC(=O)Nc1ccccc1C(=O)N1CCOCC1	-2	.	-6	-2	1	0	-4

Remaining list, next part.
No.	canonical_smiles	ARNT TACC3 PPI	miR-122 sensor	C2C12 statin	Cneo AK release	ERp5 inh	esBAF inh	SIRT5 inh
31	COc1cc2c(cc1OC)CN(Cc1cccs1)CC2	-2	3	-7	-1	.	3	.
32	COc1ccc(S(=O)(=O)N(C)C[C@H]2Oc3ncc(C#CC4(O)CCCC4)cc3C(=O)N([C@@H](C)CO)C[C@@H]2C)cc1	7	-6	8&-4	0&-7	-1&0	-1&10	-5&2
33	COc1ccc(/C=C\c2onc(C)c2S(=O)(=O)N2CCC(C(=O)NCCC(C)C)CC2)cc1	3	.	-10	0	-2	-2	0
34	CC(C)(C)N(C(=O)Cn1nnc(-c2ccc(F)cc2)n1)C(C(=O)NC1CCCC1)c1ccncc1 (stereo not drawn)	5	-6	-3	.	.	1	.
35	C/C(CC(=O)N(C(C)C)C(C)C)=N\NC(=O)c1ccccc1Br	-26	-1	1	-1	.	-2	.
36	COc1cc(C#N)c(N=C(SCC#N)N2CCOCC2)cc1OC	34	-9	-3	-1	-3	-5	1
37	C[C@@H]1CCCCO[C@@H](CN(C)S(=O)(=O)c2ccc(F)cc2)[C@@H](C)CN([C@H](C)CO)C(=O)c2cc(NC(=O)CCC(F)(F)F)ccc2O1	.	3[16.7 µM]	.	-3	0	2	0
38	Cn1c(S(=O)(=O)Cc2ccc(Cl)cc2)nc2ccccc21	-4	-2	-2	0	-3	6	-2
39	Cc1cccc(C(=O)NCc2nnc(SCC(=O)Nc3nnc(C)s3)n2C)c1	-28	-13	-11	-2	2	1	-5
40	O=C(Cc1ccccn1)N[C@H]1CC[C@H](CCNS(=O)(=O)c2cccc(F)c2)O[C@@H]1CO	22	2[16.7 µM]	-1	-1	1	1	1
41	C=CCNCc1cccn1-c1ccccc1	1	.	17	1	3	3	-4
42	COc1ccccc1C(=O)NNC(=O)c1ccc2ccccc2c1O	.	19	9	-6	-3	27	-2
43	COc1cccc(-c2nc(N3CCN(Cc4ccccc4)CC3)c3ccccc3n2)c1O	4	62	17	2	3	-2	-4
44	O=c1[nH]c2ccccc2n2c(=S)[nH]nc12	4	.	.	.	-3	.	-1
45	COc1ccc(OCC(=O)Nc2cc(S(=O)(=O)N3CCCC3)ccc2OCC(F)(F)F)cc1	-1	.	-17	-8	-5	-8	-4
46	O=C(COc1ccc(Cl)cc1)Nc1ccc(C(=O)NCc2cccnc2)cc1	2	11	.	0	.	-2	.
47	COc1ccc(OC)c(/C=C/C(=O)OCC(=O)NCc2ccco2)c1	5	-2	0	2	6	-7	-4
48	C[C@@H]1CN([C@H](C)CO)C(=O)c2cc(NC(=O)Nc3ccccc3)ccc2O[C@@H]1CN(C)S(=O)(=O)c1ccccc1	0	6[16.7 µM]	-51	0	-2	1	-2
49	CCOC(=O)N1CCN(C(=O)c2cn(C)c3ccc(S(=O)(=O)N4CCCC4)cc3c2=O)CC1	-9	-24	2	7	.	18	.
50	S=c1[nH]nc(COc2ccc(Cl)cc2Cl)n1-c1ccccc1	0	-3	28	-5	18	2	-4
51	CO[C@H](CN(C)C(=O)c1ccccc1F)[C@H](C)CN([C@H](C)CO)S(=O)(=O)c1ccc(C)cc1	24	.	5	3	1	-4	-2
52	COc1cccc(C(C#N)N2CCCCC2)c1O (stereo not drawn)	-6	4	-2	-29	.	1	.
53	CC(=O)Nc1ccc2[nH]c(C)cc(=O)c2c1	-4	-4	7	0	.	-1	.
54	CC[C@]1(C(=O)OC)[C@H]2C(=O)N(Cc3ccccc3)C(=O)[C@H]2[C@H]2CN=C(SC)N21	-3	.	-1	1	0	-4	-2
55	CCc1ccc(-c2n[nH]c(=O)c3ccccc23)cc1	-6	5	-23	-1	2	4	-9
56	COc1ccc(NCc2nnc(SCC(=O)Nc3ccccc3OC)o2)cc1	-13	-4	-1	-2	.	8	.
57	Cc1cc(NC(=O)CCCN2C(=O)/C(=C/c3ccccc3Cl)SC2=S)no1	1	-4	6	0	-14	-12	-8
58	CCc1c(C)[nH]c2c(C)cccc2c1=O	-3	-3	6	0	.	-8	.
59	Cc1nn(C)c(C(=O)N2CCc3ccccc32)c1Br	5	-1	.	1	.	.	.
60	O=C(c1ccc(F)cc1)N1CCC(n2nnc3ccccc32)CC1	-1	.	.	.	1	.	-7
61	CCCNC(=O)N(C)C[C@H]1Oc2ncc(Br)cc2C(=O)N([C@@H](C)CO)C[C@H]1C	-6	19[16.7 µM]	-3	18	-1	-4	2
62	COc1cccc(-c2csc(N3CCN(CC(=O)Nc4ccc5c(c4)OCO5)CC3)n2)c1	5	-42	7	-1	-2	-4	0
63	Cc1cccc(-c2n[nH]nc2C2=CC(=O)CC(C)(C)C2)c1	.	2	-6	1	1	5	12
64	CC1CN(Cc2ccccc2)c2nc3c(c(=O)[nH]c(=O)n3C)n2C1 (stereo not drawn)	-1	.	.	.	5	.	-3
65	Cc1ccc(NC(=O)CSc2nncn2-c2ccccn2)cc1Cl	-5	.	0	-4	0	-2	-2
66	CCN(CC)CCN(C(=O)c1ccc2ccccc2c1)c1nc2ccc(OC)cc2s1	11	2	19	1	-15	-7	-3
67	COc1ccc(S(=O)(=O)N(C)C[C@H]2OCCCC[C@@H](C)Oc3ccc(NS(=O)(=O)c4c(C)noc4C)cc3C(=O)N([C@@H](C)CO)C[C@H]2C)cc1	8	-7[16.7 µM]	.	1	-6	0	3
68	COC(=O)C1=C(N)Oc2cc(C)n(C)c(=O)c2C1c1ccc(Cl)cc1 (stereo not drawn)	-4	3	8	0	.	-5	.
69	C=C(C)COc1ccc(-c2ncncc2-c2ccc(Cl)cc2)c(O)c1	-5	-13	11	-8	0	-7	-4
70	CC(=O)Nc1ccc(S(=O)(=O)N(CC(=O)NC2CC2)Cc2ccccc2)cc1	.	-1	4	-2	-4	2	-15
71	CCCNC(=O)Nc1ccc2c(c1)OC[C@H](C)N(C)C[C@@H](C)[C@H](OC)CN(C)C2=O	2	1[16.7 µM]	-27	3	-1	1	-5
72	O=C(O)CCC(=O)N1CCc2c([nH]c3ccccc23)C1C(F)(F)F (stereo not drawn)	-4	-9	-2	1	3	-4	-2
73	CCOc1ccc(N(CC(=O)Nc2c(C)n(C)n(-c3ccccc3)c2=O)S(=O)(=O)c2ccccc2)cc1	.	-2	.	.	1	.	10
74	Cc1ccc(SCC(=O)Nc2ccccc2N2CCOCC2)cc1	3	-7	-4	1	-1	2	-7
75	Cc1cnc(Sc2ncccc2[N+](=O)[O-])nc1	0	-9	6	-3	.	5	.
76	COc1ccc(CN(C)C[C@H]2OCCCC[C@@H](C)Oc3ccc(NC(=O)CCC(F)(F)F)cc3C(=O)N([C@H](C)CO)C[C@@H]2C)cc1	-7	7[16.7 µM]	.	-1	2	-5	-2
77	CCCCCCN1C[C@@H](n2cc(-c3ccc(F)cc3)nn2)[C@H](O)C[C@@H]1c1ccc(OC)cc1	.	-4	33	2	1	2	0
78	CCCCn1nnnc1C(c1ccnc2ccccc12)N1CCN(C/C=C/c2ccccc2)CC1 (stereo not drawn)	.	9	1	1	-3	-2	1

Source: PubChem BioAssay (Broad Institute)
